Compound activity from PubChem BioAssay.
Bim-Bcl-W = inhibitors of Bim binding to Bcl-W, primary screen, biochemical, multiplexed, bead-based flow cytometry; Bcl-2-like protein 2 (Homo sapiens), Q92843; Bim peptide-Bcl-W binding; inhibition, % at 10 µM; 0.02% of 190,000 active; AID 952, 2007;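 also: 0% = bound tracer without compound and 100% = peptide blocker; higher means less fluorescent Bim peptide bound to Bcl-W beads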
Bim-Bcl-2 = inhibitors of Bim-Bcl-2 binding, primary screen, biochemical, multiplexed, human Bcl-2 family | inhibition, % at 10 µM | AID 950, 2007 | Apoptosis regulator Bcl-2 (Homo sapiens), P10415 | Bead-based flow cytometry, Bim peptide-Bcl-2 binding | 0.06% of 190,000 active; in the data active = inhibition above about 40%; inconclusive = no clear call, values can overlap the other calls;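 also: 0% = no compound wells with probe peptide and 100% = reference peptide inhibitor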
GSH fluor = compound fluorescence on glutathione beads, profiling panel, artefact control, biophysical, 488/530 nm, flow cytometry; GSH beads flow cytometry, compound fluorescence 488/530 nm; stronger effect = higher value; fluorescence (KMESF) at 10 µM; 0.25% of 190,000 active; in the data active = fluorescence above about 89;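 also: glutathione beads carrying GST-tagged Bcl family fusion proteins plus one bare bead set; values are compound well signal with DMSO vehicle wells as background; inactives centre near 16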
ABCG2 inh = ABCG2 efflux pump inhibitors, primary screen, multiplex with ABCB1, IgMXP3 cells, flow cytometry; AID 1325, 2008; inhibition, % at 6.6 µM; Broad substrate specificity ATP-binding cassette transporter ABCG2 (Homo sapiens), Q9UNQ0; 0.1% of 190,000 active; JC-1 efflux;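 active = inhibition above 80%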;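 also: 0% = DMSO and 100% = nicardipine control wells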
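Measure – % inhibition of efflux relative to nicardipine and DMSO · Test system – ABCG2 IgMXP3 and barcoded ABCB1 CCRF-Adr cell mix · Control set – nicardipine as high control, DMSO as low control · Compound – one concentration, 6.6 µM final · Signal – flow cytometry of retained JC-1 fluorescence · Timing – 10 min exposure at 25 °C with rotation, no wash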
Bim-Bfl-1 = inhibitors of Bim binding to Bfl-1, primary screen, biochemical, multiplexed, bead-based flow cytometry; inhibition, % at 10 µM; AID 1008, 2008; 0.12% of 190,000 active; Bim-Bfl-1 binding inhibition; Bcl-2-related protein A1 (Homo sapiens), Q16548;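 also: 0% = wells without compound plus tracer and 100% = blocker peptide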
Bcl-XL Bim block = inhibitors of Bim-Bcl-XL binding, primary screen, biochemical, multiplexed, bead flow cytometry, human Bcl-XL | Bcl-2-like protein 1 (Homo sapiens), Q07817 | Bim peptide-Bcl-XL binding, fluorescence | inhibition, % at 10 µM | 0.04% of 190,000 active
Avidin fluor = green autofluorescence of compounds with avidin beads – biophysical, 488/530 nm, flow cytometry, artefact control, profiling panel. 0.38% of 220,000 active. fluorescence (KMESF) at 10 µM. compound fluorescence 488/530 nm; stronger effect = higher value; in the data active = fluorescence above about 47; also: inactives centre near 10
RGS4-Gao reg = modulators of RGS4 binding to Galphao, primary screen, biochemical, multiplexed bead flow cytometry | actives lie on both sides | AID 1415, 2008 | Guanine nucleotide-binding protein G(o) subunit alpha (Homo sapiens), P09471 | 0.33% of 220,000 active | binding response (% of control), % at 10 µM; in the data active = binding response below about 49% or above about 150%; inactive = in between;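 also: fluorescent Galphao activated with aluminum fluoride binding bead-coupled RGS4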
Bcl-B Bim block = inhibitors of Bim-Bcl-B binding, primary screen, biochemical, multiplexed, human Bcl-2 family; inhibition, % at 10 µM; Bcl-2-like protein 10 (Homo sapiens), Q9HD36; bead-based flow cytometry, Bim peptide-Bcl-B binding; 0.073% of 190,000 active;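 also: 0% = tracer peptide without compound and 100% = reference inhibitor peptide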
ABCB1 inh = ABCB1 efflux pump inhibitors, primary screen, cell-based, multiplex, flow cytometry, ABCG2 counter-screen; AID 1326, 2008; CCRF-Adr cells, JC-1 efflux; ATP-dependent translocase ABCB1 (Homo sapiens), P08183; 0.067% of 190,000 active; inhibition, % at 6.6 µM; in the data active = inhibition above about 40%;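 also: 0% = vehicle and 100% = reference inhibitor; higher value means more JC-1 retained so stronger ABCB1 efflux block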
Target sequence (P08183 whole entry, looked up): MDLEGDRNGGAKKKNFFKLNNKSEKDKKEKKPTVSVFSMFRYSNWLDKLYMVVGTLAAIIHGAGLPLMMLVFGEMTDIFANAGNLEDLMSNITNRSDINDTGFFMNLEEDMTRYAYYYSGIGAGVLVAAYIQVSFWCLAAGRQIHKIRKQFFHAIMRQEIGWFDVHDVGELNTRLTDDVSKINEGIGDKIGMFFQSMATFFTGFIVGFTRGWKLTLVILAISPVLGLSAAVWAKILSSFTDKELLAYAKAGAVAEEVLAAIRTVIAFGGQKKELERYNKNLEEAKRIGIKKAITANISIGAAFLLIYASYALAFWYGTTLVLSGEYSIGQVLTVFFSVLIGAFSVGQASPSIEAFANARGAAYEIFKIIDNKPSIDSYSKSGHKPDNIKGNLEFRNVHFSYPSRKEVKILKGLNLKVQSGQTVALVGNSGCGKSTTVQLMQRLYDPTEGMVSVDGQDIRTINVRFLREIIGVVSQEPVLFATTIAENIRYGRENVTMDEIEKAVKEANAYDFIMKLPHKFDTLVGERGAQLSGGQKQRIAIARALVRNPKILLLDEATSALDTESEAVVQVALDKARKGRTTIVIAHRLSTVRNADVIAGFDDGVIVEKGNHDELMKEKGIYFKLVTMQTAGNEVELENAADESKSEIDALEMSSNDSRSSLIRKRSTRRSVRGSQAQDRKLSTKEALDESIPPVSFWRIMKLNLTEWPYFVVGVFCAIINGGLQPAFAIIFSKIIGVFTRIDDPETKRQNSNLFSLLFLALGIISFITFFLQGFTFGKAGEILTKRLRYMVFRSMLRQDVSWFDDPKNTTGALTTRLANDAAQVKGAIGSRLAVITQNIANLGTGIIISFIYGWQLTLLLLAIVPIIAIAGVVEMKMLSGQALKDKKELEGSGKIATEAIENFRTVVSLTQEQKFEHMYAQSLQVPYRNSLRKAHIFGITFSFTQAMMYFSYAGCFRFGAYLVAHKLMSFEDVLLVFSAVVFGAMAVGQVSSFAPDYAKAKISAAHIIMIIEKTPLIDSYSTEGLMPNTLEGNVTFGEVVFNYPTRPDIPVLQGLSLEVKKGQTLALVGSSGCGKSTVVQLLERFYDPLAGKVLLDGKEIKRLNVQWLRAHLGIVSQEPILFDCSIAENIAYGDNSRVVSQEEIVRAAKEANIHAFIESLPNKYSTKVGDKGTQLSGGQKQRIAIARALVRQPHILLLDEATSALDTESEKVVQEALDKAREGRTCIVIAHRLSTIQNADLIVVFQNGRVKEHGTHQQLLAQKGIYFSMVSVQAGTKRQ
RGS7-Gao reg = RGS7-Galphao binding modulators, primary screen, biochemical, multiplexed bead flow cytometry. actives lie on both sides. binding response (% of control), % at 10 µM. Guanine nucleotide-binding protein G(o) subunit alpha (Homo sapiens), P09471. AID 1439, 2008. 0.35% of 220,000 active; in the data active = binding response below about 49% or above about 150%; inconclusive = no clear call, values can overlap the other calls; inactive = in between;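 also: fluorescent Galphao held in activated GDP-AlF4 state binding bead-coupled RGS7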
The depositor's hits bear a star; ? = inconclusive; nt = not tested or not shown. Rule as the data show it, unless noted: active = inhibition above about 40%.

SMILES	Bim-Bcl-W	Bim-Bcl-2	GSH fluor	ABCG2 inh	Bim-Bfl-1	Bcl-XL Bim block	Avidin fluor	RGS4-Gao reg	Bcl-B Bim block	ABCB1 inh	RGS7-Gao reg
COc1ccc(C(=O)Oc2coc(CSc3nnc(NC(=O)c4cccs4)s3)cc2=O)cc1	-3	-3	4	-1	-2	-6	2	100	-10	-0.6	103
Cc1[nH]nc2nc3c(c(OC(=O)c4ccccc4)c12)c(=O)n(C)c(=O)n3C	1	-7	26	4	-7	-1	6	91	-4	0.8	100
Cc1csc(Cn2c(CN(C)C)nc3ccccc3c2=O)n1	0	-6	53	0	-15	5	7	104	-7	0.0	104
CCc1cccc2c(C=C(C#N)C#N)cn(CC(=O)N3CCCCC3)c12	-3	-3	28	2	-4	-3	21	103	-2	0.4	105
CCCCC(=O)Nc1ccc(NC(=O)c2ccc(C)c([N+](=O)[O-])c2)cc1OC	-3	-2	8	19	-1	-3	5	102	-4	3.9	103
CCn1c(C)nc2cc(C(=O)n3cc(C(=O)c4ccccc4O)cn3)ccc21	0	-4	11	3	0	1	37	102	1	0.1	102
Cn1c(=O)n(C)c2cc(S(=O)(=O)N3CCCc4ccccc43)ccc21	-1	0	20	2	-1	-11	5	97	21	0.9	101
Cc1cc(C)c(N(C(=O)Cn2nnc3ccccc32)C(C(=O)NC(C)(C)C)c2ccsc2)c(C)c1 (stereo unspecified)	-5	-8	28	1	-13	-17	7	90	-10	3.3	97
CCN1CCN(c2nc(Nc3ccccc3)nc(N)c2[N+](=O)[O-])CC1	-3	4	9	43	0	-1	19	105	3	-1.1	107
CC(C)Oc1ccc(C(=O)Nc2ccc(N3CCCC3)cc2)cc1	0	2	31	-4	15	-2	17	97	-9	-0.7	99
CCCSC1=C(C#N)C(c2cccs2)C(C(=O)Nc2ccccc2)=C(C)N1 (stereo unspecified)	0	3	18	7	5	-1	3	93	0	1.8	94
CCOC(=O)c1oc2c(c1C)C(=O)CCC2	-3	-2	11	12	0	-5	17	104	-5	0.0	111
CC(C)N(C(=O)CSc1nc2ccccc2c(=O)[nH]1)C(C)C	0	-2	11	2	-5	-1	14	104	-4	0.0	106
O=C(Cn1c(-c2cscn2)nc2ccccc21)Nc1ccc(Cl)cc1	-5	-4	27	0	-8	-16	21	100	-12	0.0	99
COc1ccc(S(=O)(=O)N(C)CC(=O)NCc2ccco2)cc1	-2	-8	37	6	-21	-8	13	103	-11	-0.2	100
Cc1ccc(N2CCN(/N=C/c3ccccc3[N+](=O)[O-])CC2)cc1	-3	2	10	4	0	-1	7	98	6	0.1	103
N#CC1=C(N)OC2=C(C(=O)CCC2)[C@]12C(=O)N(CC(N)=O)c1ccccc12	-1	2	5	1	5	-1	9	99	0	0.3	99
CCCCc1c(C)nc2ccc(C)cc2c1SCCC(=O)O	-3	-7	25	21	0	-4	8	98	-13	1.3	98
Cc1cccc(C(=O)NCc2ccc(S(N)(=O)=O)cc2)c1[N+](=O)[O-]	-3	-4	10	4	-5	-2	15	98	-6	nt	102
Cc1cc(C)c(NC(=O)CSc2nc3c(c(=O)n2C)SC(C)C3)c(C)c1 (stereo unspecified)	2	-7	26	2	-9	-1	8	104	-6	0.8	100
Cc1cccc(-n2c3nc(=O)[nH]c(=O)c-3cc3c(C)nn(-c4ccccc4)c32)c1C	20	18	10	-5	28	28	8	88	11	-0.5	90
CCN(CC)C(=O)C(Sc1ccccc1)c1ccccc1 (stereo unspecified)	0	0	13	1	-1	0	35	106	0	0.3	106
Cc1onc(-c2c(Cl)cccc2Cl)c1C(=O)NCC1CCCO1 (stereo unspecified)	-4	-15	8	6	-18	-8	14	101	-10	0.6	105
COc1ccc(-n2c(=O)cc(N3CCCCCC3)[nH]c2=O)cc1	-2	-12	23	5	-17	-6	33	105	-8	0.9	102
Cc1cccc(N2CCN(C(=O)c3cccc(N4C(=O)C5CC=CC(C)C5C4=O)c3)CC2)c1C (stereo unspecified)	0	-3	14	0	-3	-3	15	112	-3	1.1	102
COC(=O)c1cc2n(n1)CCN(Cc1ccc(C)cc1)C2=O	-3	0	11	11	-2	-1	40	102	-4	0.5	101
COc1ccccc1NC(=O)CN1C(=O)NC(C)(C)C1=O	-1	-8	33	2	-19	-5	15	100	-7	0.5	99
C=CCC1(O)CC(c2ccco2)NC(c2ccco2)C1CCC (stereo unspecified)	-1	-1	16	1	0	-6	37	101	0	0.2	102
COC(=O)N[C@H](CC(C)=O)c1ccccc1	2	1	16	1	2	-1	5	95	-1	0.1	96
Cc1onc(-c2ccccc2)c1C(=O)OCC(=O)Nc1cc(S(=O)(=O)N2CCOCC2)ccc1Cl	0	2	12	20	-3	0	12	100	-1	0.7	95
CCc1nn2cc(-c3ccccc3)nc2s1	3	-5	19	1	-8	-6	15	100	-4	0.1	98
CCOC(=O)C1=C(CSc2nccn2C)NC(=O)NC1c1cc(C)ccc1C (stereo unspecified)	1	-1	16	0	-11	-5	6	102	-6	0.1	103
CC(=O)NN1C(=O)c2ccccc2NC1c1ccoc1 (stereo unspecified)	5	-8	22	3	-6	-4	9	101	-8	0.7	106
CCOc1cccc(/C(O)=C2/C(=O)C(=O)N(CCOC)C2c2ccc(C)o2)c1 (stereo unspecified)	0	-4	9	1	0	-3	24	103	-3	0.5	100
Cc1cccc(NC(=O)CN(c2ccc(C(C)C)cc2)S(=O)(=O)c2c(C)nn(C)c2C)n1	2	-3	20	3	-7	-1	9	98	-6	-0.1	99
O=Cc1c(N2CCCCCC2)nc2ccccn2c1=O	0	-6	5	2	0	0	17	88	2	0.5	93

Rewritten with two lines to a compound: part of the list above.
Second line of a record – Bim-Bcl-W | Bim-Bcl-2 | GSH fluor | ABCG2 inh | Bim-Bfl-1 | Bcl-XL Bim block | Avidin fluor | RGS4-Gao reg | Bcl-B Bim block | ABCB1 inh | RGS7-Gao reg
> COc1ccccc1NC(=O)CN1C(=O)NC(C)(C)C1=O
  -1 | -8 | 33 | 2 | -19 | -5 | 15 | 100 | -7 | 0.5 | 99
> C=CCC1(O)CC(c2ccco2)NC(c2ccco2)C1CCC (stereo unspecified)
  -1 | -1 | 16 | 1 | 0 | -6 | 37 | 101 | 0 | 0.2 | 102
> COC(=O)N[C@H](CC(C)=O)c1ccccc1
  2 | 1 | 16 | 1 | 2 | -1 | 5 | 95 | -1 | 0.1 | 96
> Cc1onc(-c2ccccc2)c1C(=O)OCC(=O)Nc1cc(S(=O)(=O)N2CCOCC2)ccc1Cl
  0 | 2 | 12 | 20 | -3 | 0 | 12 | 100 | -1 | 0.7 | 95
> CCc1nn2cc(-c3ccccc3)nc2s1
  3 | -5 | 19 | 1 | -8 | -6 | 15 | 100 | -4 | 0.1 | 98
> CCOC(=O)C1=C(CSc2nccn2C)NC(=O)NC1c1cc(C)ccc1C (stereo unspecified)
  1 | -1 | 16 | 0 | -11 | -5 | 6 | 102 | -6 | 0.1 | 103
> CC(=O)NN1C(=O)c2ccccc2NC1c1ccoc1 (stereo unspecified)
  5 | -8 | 22 | 3 | -6 | -4 | 9 | 101 | -8 | 0.7 | 106
> CCOc1cccc(/C(O)=C2/C(=O)C(=O)N(CCOC)C2c2ccc(C)o2)c1 (stereo unspecified)
  0 | -4 | 9 | 1 | 0 | -3 | 24 | 103 | -3 | 0.5 | 100
> Cc1cccc(NC(=O)CN(c2ccc(C(C)C)cc2)S(=O)(=O)c2c(C)nn(C)c2C)n1
  2 | -3 | 20 | 3 | -7 | -1 | 9 | 98 | -6 | -0.1 | 99
> O=Cc1c(N2CCCCCC2)nc2ccccn2c1=O
  0 | -6 | 5 | 2 | 0 | 0 | 17 | 88 | 2 | 0.5 | 93

The results go on:
SMILES	Bim-Bcl-W	Bim-Bcl-2	GSH fluor	ABCG2 inh	Bim-Bfl-1	Bcl-XL Bim block	Avidin fluor	RGS4-Gao reg	Bcl-B Bim block	ABCB1 inh	RGS7-Gao reg
CC(=O)OCc1c(C(F)(F)F)nn(C)c1SCc1ccc(Cl)cc1	-1	-8	49	0	-11	-3	8	105	-9	0.0	100
COc1ccc(CC(=O)NNC(=O)CCC(=O)Nc2cc(C)ccc2C)cc1	0	-3	19	4	2	-3	10	96	2	1.0	?
COC(=O)[C@H](C)NC(=O)COc1ccccc1	0	-3	14	3	-1	0	14	98	-1	0.6	98
Brc1ccc2c(c1)CNc1c(ncnc1N1CCOCC1)O2	-1	-9	28	0	-12	1	7	102	-6	-0.3	99
O=C(NC12CC3CC(CC(C3)C1)C2)c1ccc(-c2ccc(Br)cc2)o1	-7	-4	16	12	-15	-6	17	99	-8	0.4	100
Cc1nnc(C)c2c(C)n(-c3cccc4cccnc34)c(C)c12	-2	0	17	-5	-5	-1	12	100	3	-1.8	97
CCC(Oc1ccccc1)C(=O)Nc1ccccn1 (stereo unspecified)	5	-6	18	27	-15	-4	33	100	-3	1.4	100
O=S(=O)(Nc1nccs1)c1ccc(Nc2nnc(-c3ccccc3)c3ccccc23)cc1	-6	0	11	0	-1	-9	6	97	-1	-0.4	94
O=C(CC(NC(=O)c1ccccc1Cl)c1ccccc1)NC1=NCCS1 (stereo unspecified)	-4	-1	15	11	-8	-3	11	98	-7	1.1	?
Cc1ccc(C(=O)NNC(=O)CSc2nnc(-c3ccccc3)n2Cc2ccccc2)cc1	-2	0	5	2	0	-5	13	101	-4	0.7	100
O=C(COc1ccccc1)Nc1ccccc1N1CCCCC1	0	-5	58	8	-13	-14	9	109	-4	0.9	102
Cc1cc(C)c(C(=O)COC(=O)c2ccc([N+](=O)[O-])o2)cc1C	1	3	27	1	-2	-1	25	102	-5	-0.2	104
Cc1ccc(CCN2CC(C(=O)NCCCN(C)Cc3ccccc3)CC2=O)cc1 (stereo unspecified)	-2	-1	28	10	0	0	6	102	-1	0.7	101
O=C(c1cccs1)N1CCN(C(=O)C2CCCO2)CC1 (stereo unspecified)	-6	-7	28	-9	-23	-7	35	101	-8	-0.9	102
Cn1c(=O)n(C)c2cc(S(=O)(=O)N3CCOCC3)ccc21	-6	-14	37	4	-24	-13	27	104	-13	2.2	107
N#Cc1c(-c2ccc(Cl)cc2)ccn2nc(CCC(=O)O)nc12	1	2	10	2	0	2	7	100	3	0.5	102
